Bioassay records from PubChem BioAssay.
DDE Tn7 FP inh = DD(E)-Tn7 binding inhibition, primary FP screen | actives 0.13% (n = 370,000) | P02675 | AID 720508 | FP displacement of FITC-Tn7 peptide from fibrin DD(E); 0% = median of compound wells per plate | inhibition, % at 8.3 µM;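 active means inhibition above the mean of compounds falling within the control limits plus 3 SD of them, cut at about 14% in these data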;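 further: 0% = plate median of compound wells and 100% = 10 µM Aha-Tn7 peptide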
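Assay system: Fibrin-DD(E) protein isolated from polymerized human fibrin clots; read-out basis: percent inhibition; medium: Tris/NaCl/CaCl2 buffer, pH 7.8; signal: FP measurement; incubation: 10 min plus 3 h, room temperature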
PLCg1 inh = inhibitors of human phospholipase C gamma1. P19174. purified PLC-gamma1, fluorogenic substrate, fluorescence. inhibition, % at 12.2 µM. actives 0.84% (n = 370,000). AID 720700; in the data active means inhibition above about 9.5%
ASAP1 inh = inhibitors of human ASAP1 ArfGAP activity | Q9ULH1 | ASAP1-stimulated ARF1 GTP hydrolysis, GDP FP detection | inhibition, % at 16.5 µM | actives 0.19% (n = 360,000) | AID 624377; in the data active means inhibition above about 25%;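 further: 0% = vehicle with enzyme and substrate and 100% = no enzyme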
PLCb3 inh = inhibitors of human phospholipase C beta3; inhibition, % at 12.2 µM; actives 0.18% (n = 370,000); Q01970; AID 720704; Purified PLC-beta3, fluorogenic substrate, fluorescence; in the data active means inhibition above about 11%;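 further: 0% = median of compound wells on plate and 100% = full blocker control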
ADAM10 inh = ADAM10 inhibition, QFRET primary screen; O14672; recombinant ADAM10, EDANS/DABCYL FRET peptide cleavage, 3 h; inhibition, % at 7 µM; actives 0.62% (n = 370,000); AID 720582;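 active means inhibition above a per-campaign cutoff equal to the mean of compounds falling between control-based bounds plus 3 SD, cut at about 20% in these data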;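 further: 0% = DMSO wells while the 100% control is not disclosed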
Target sequence (O14672 214-748 limits assumed): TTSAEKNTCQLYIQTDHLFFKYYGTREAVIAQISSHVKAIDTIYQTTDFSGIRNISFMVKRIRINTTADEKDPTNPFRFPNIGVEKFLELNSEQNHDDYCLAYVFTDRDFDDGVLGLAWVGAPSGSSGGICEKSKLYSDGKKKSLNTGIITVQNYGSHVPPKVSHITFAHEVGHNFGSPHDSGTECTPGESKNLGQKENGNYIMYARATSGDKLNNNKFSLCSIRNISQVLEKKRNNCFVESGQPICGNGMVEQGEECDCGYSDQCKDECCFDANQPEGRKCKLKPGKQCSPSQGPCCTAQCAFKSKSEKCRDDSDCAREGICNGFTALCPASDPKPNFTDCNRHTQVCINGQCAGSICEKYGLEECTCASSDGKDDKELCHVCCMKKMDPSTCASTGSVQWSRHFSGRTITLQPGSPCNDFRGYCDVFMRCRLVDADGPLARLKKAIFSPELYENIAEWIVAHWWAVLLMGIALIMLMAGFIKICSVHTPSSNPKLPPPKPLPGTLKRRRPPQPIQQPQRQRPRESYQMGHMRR
SIAE inh = human SIAE inhibition, primary screen; SIAE FP-Rh probe binding, fluorescence polarization; inhibition, % at 9.66 µM; actives 0.69% (n = 370,000); AID 1053197; Q9HAT2;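 active means inhibition above a cutoff: mean of compounds within the control limits plus 3 SD of those, cut at about 17% in these data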;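 further: 0% = plate median of compound wells and 100% = probe without SIAE protein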
ADAM17 inh = inhibitors of human ADAM17. P78536. recombinant ADAM17, EDANS/DABCYL FRET peptide cleavage. inhibition, % at 6.95 µM. actives 0.83% (n = 370,000);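 active means inhibition above the mean of compounds lying between control limits plus 3 SD, set per campaign, cut at about 8.5% in these data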;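 further: 0% = DMSO-only wells as the low control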
Tn6 DDE FP = disrupts Tn6 cyclic peptide binding to fibrin D-Dimer-E complex. actives 0.21% (n = 370,000). inhibition, % at 8.3 µM. AID 720509. Fibrin DD(E) TRITC-Tn6 fluorescence polarization displacement. P02675;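 active means inhibition above a per-campaign cutoff: mean of compounds within control limits plus 3 SD, cut at about 15% in these data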;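 further: 0% = median of all compound wells on the plate and 100% = blocking peptide control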
TDP2 inh = TDP2 (human) inhibition, absorbance primary screen; O95551; recombinant TDP2, T5PNP hydrolysis, p-nitrophenol absorbance 415 nm; inhibition, % at 12.8 µM; actives 0.34% (n = 370,000); AID 720702;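 active means inhibition above the mean of all tested compounds plus 3 SD, set per campaign, cut at about 25% in these data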;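 further: 0% = DMSO with enzyme and 100% = buffer with substrate but no TDP2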
Target sequence (O95551 whole entry, looked up): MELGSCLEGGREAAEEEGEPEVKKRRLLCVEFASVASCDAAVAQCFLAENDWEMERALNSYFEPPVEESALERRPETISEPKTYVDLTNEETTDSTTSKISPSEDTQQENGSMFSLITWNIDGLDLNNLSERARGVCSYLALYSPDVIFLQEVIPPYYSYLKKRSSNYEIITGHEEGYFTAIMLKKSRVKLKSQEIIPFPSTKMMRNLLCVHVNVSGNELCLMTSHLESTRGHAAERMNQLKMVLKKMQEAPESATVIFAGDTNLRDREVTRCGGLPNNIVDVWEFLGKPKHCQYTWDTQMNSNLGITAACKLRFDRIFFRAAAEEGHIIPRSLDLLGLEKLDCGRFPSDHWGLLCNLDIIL
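System – recombinant human TDP2 · Amount – 120 nM TDP2 per well · Buffer or medium – Mg2+-containing Tris-HCl buffer, pH 7.5 · Reagent – T5PNP substrate, 5 mM · Dosing – 12.8 µM single point, 1% DMSO · Incubation – 2 h at 37 °C · Measured by – epi absorbance · Read-out basis – percent inhibition · Benchmarks – high control without enzyme, low control DMSO plus TDP2 · Repeats – singlicate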
ARFGAP1 inh = inhibitors of rat ARFGAP1. inhibition, % at 16.5 µM. Arfgap1-stimulated ARF1 GTP hydrolysis, GDP FP detection. actives 0.26% (n = 360,000);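 active means inhibition above a per-plate limit, mean inhibition of low control wells plus 3 SD, cut at about 25% in these data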;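 further: 0% = DMSO wells with enzyme and 100% = wells lacking Arfgap1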
Target sequence (Q62848 1-136 limits assumed): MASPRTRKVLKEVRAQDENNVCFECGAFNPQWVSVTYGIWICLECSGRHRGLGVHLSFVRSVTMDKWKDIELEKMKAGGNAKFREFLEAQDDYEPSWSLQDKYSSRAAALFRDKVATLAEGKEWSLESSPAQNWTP
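Repeats: one replicate per compound; assay system: rat Arfgap1 catalytic domain, aa 1-136; times: enzyme reaction 120 min at 25 °C after 20 min preincubation; detection: FP of antibody-bound GDP Alexa 633 tracer, ex 620/em 688 nm; benchmarks: high control wells lacking Arfgap1, low control full reaction with DMSO; reagent: human ARF1(Δ1-17)-GTP substrate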
Active calls of the source: *; x = not tested or not shown. Random draw from the library (roughly 3.6% active in at least one column).

ASAP1 inh,DDE Tn7 FP inh,ADAM17 inh,ADAM10 inh,PLCg1 inh,SIAE inh,TDP2 inh,PLCb3 inh,Tn6 DDE FP,ARFGAP1 inh,SMILES
-4,-8,-1,6,2,2,-4,-2,-11,6,CCN(CC)S(=O)(=O)c1ccc(N2CCCC2)c(NC(=O)c2ccncc2)c1
3,3,-1,0,1,6,17,1,-1,-14,CC(=O)OCC1=C(C(=O)O)N2C(=O)C(NC(=O)C(C)Cn3nc(C)c(Cl)c3C)C2SC1 (stereo not drawn)
-4,0,-5,-5,-1,1,-10,-7,2,1,CN(C)CC(C)(C)CN=Cc1c(O)[nH]c2ccccc12
-7,-1,0,4,1,-5,4,1,-5,-9,COc1ccc(NC(=O)C2CCCN(S(=O)(=O)c3c(C)n[nH]c3C)C2)cc1OC (stereo not drawn)
2,11,-2,-3,3,-1,3,3,0,2,O=C(NNc1ccc([N+](=O)[O-])cn1)Nc1ccc(N=Nc2ccccc2)cc1
-5,3,-10,-31,-11,4,10,-12,4,0,CCOc1ccc2c(C)c(C(=O)O)oc2c1OCC
2,5,1,5,-4,0,-1,-14,7,13,O=[N+]([O-])c1c(NCCO)cc(N2CCCCCC2)c2nonc12
-3,7,6,12,3,-10,-11,-2,-17,2,COC(=O)[C@@]12C[C@@H](CC(=O)NCCc3ccccc3OC)C(=O)N(CCc3ccc(OC)c(OC)c3)C1=CCC(C)(C)C2
8,-5,-7,11,3,2,2,2,-11,2,CCOC(=O)N1CCC(NS(=O)(=O)c2ccc3c(c2)OCC(=O)N3)CC1
-1,-7,4,-1,0,17,7,2,4,1,Cc1ccc(C(=O)NCc2nnc(SCC(=O)Nc3ccccc3)n2C)cc1
-6,-9,-2,-2,1,-4,9,-2,-3,9,O=C(NCCO)c1cc2ccccc2c(=O)s1
0,4,0,1,1,2,5,-1,1,3,CN(c1ccc(C(=O)Nc2cccc([N+](=O)[O-])c2)cc1)S(C)(=O)=O
12,1,-2,-8,-4,4,-3,-3,6,5,COc1cccc(-c2nc(CS(=O)(=O)CC(=O)N3CCN(C)CC3)c(C)o2)c1
-7,2,-2,0,1,-6,10,2,4,3,COc1ccc(OCCN2C(=O)c3ccccc3C2=O)cc1
-5,1,-2,-3,1,0,10,-1,-3,-5,C/C(=N\NC(=O)Cc1cccn1C)c1ccc2ccccc2c1
-17,7,-2,3,4,4,-5,2,0,1,COC(=O)c1ccc(CO/N=C/c2cccc([N+](=O)[O-])c2)cc1
-5,1,-4,-23,-56,7,3,-79,2,1,Clc1ccc(C2=C3CCCCn4c(-c5ccccc5)c[n+](c43)C2)cc1
4,-3,-4,-20,-11,4,6,-22,-12,-17,CCN(CC(=O)Nc1ccc(NC(C)=O)cc1)C(=O)c1cc([N+](=O)[O-])ccc1Sc1ccc(Cl)cc1
-28,4,-4,2,-2,-1,2,-4,4,0,O=C(COC(=O)Cc1ccsc1)NC1CCCCCC1
-7,3,-2,1,-1,-6,11,2,-6,-1,CC1=CC(C)(C)N(S(=O)(=O)c2ccc(F)cc2)c2ccc(C)cc21
-4,1,0,2,-2,16,10,-2,-1,-1,CS(=O)(=O)N(CC(=O)NCc1ccco1)c1ccc(Cl)cc1Cl
-4,2,1,1,4,5,-2,3,3,-3,O=C(Oc1c(Cl)cc(Cl)c2cccnc12)N1CCOCC1
8,2,2,8,3,-5,3,-1,2,4,CC(C)COC(=O)N1CCN(S(=O)(=O)c2ccc3c(c2)CCC3)CC1
4,-1,-3,-9,-4,-2,1,-1,5,-6,CSc1cccc(NC(=O)C2CC(=O)N(c3ccc4c(c3)OCCO4)C2)c1 (stereo not drawn)
-6,2,1,10,5,4,-16,-1,-5,4,Cc1onc(-c2c(F)cccc2Cl)c1C(=O)NC1CCCCCC1
-5,-2,-1,6,0,-1,-2,-1,4,3,c1ccc(COc2ccc(CN3CCN(c4ccccn4)CC3)cc2)cc1
1,0,-3,-25,-1,-1,6,2,-1,0,Cc1ccc2cc(CCNC(=O)c3ccc4c(c3)OCO4)c(=O)[nH]c2c1C
-6,5,-199,-492,-31,2,9,-41,-2,-2,COCCNc1nc(SC)nc2sc3c(c12)CCN(C)C3
3,5,-6,-7,-13,-1,-11,-8,4,0,CN(C)c1ccc(-c2ccccc2)nn1
1,-4,-1,-6,-3,1,3,-4,-4,-12,O=C(Cc1cccs1)Nc1cc(S(=O)(=O)N2CCCCC2)ccc1Cl

6 entries drawn at random from those above:
ASAP1 inh,DDE Tn7 FP inh,ADAM17 inh,ADAM10 inh,PLCg1 inh,SIAE inh,TDP2 inh,PLCb3 inh,Tn6 DDE FP,ARFGAP1 inh,SMILES
-17,7,-2,3,4,4,-5,2,0,1,COC(=O)c1ccc(CO/N=C/c2cccc([N+](=O)[O-])c2)cc1
-5,1,-2,-3,1,0,10,-1,-3,-5,C/C(=N\NC(=O)Cc1cccn1C)c1ccc2ccccc2c1
-3,7,6,12,3,-10,-11,-2,-17,2,COC(=O)[C@@]12C[C@@H](CC(=O)NCCc3ccccc3OC)C(=O)N(CCc3ccc(OC)c(OC)c3)C1=CCC(C)(C)C2
2,5,1,5,-4,0,-1,-14,7,13,O=[N+]([O-])c1c(NCCO)cc(N2CCCCCC2)c2nonc12
-6,5,-199,-492,-31,2,9,-41,-2,-2,COCCNc1nc(SC)nc2sc3c(c12)CCN(C)C3
-6,-9,-2,-2,1,-4,9,-2,-3,9,O=C(NCCO)c1cc2ccccc2c(=O)s1

The results go on:
ASAP1 inh,DDE Tn7 FP inh,ADAM17 inh,ADAM10 inh,PLCg1 inh,SIAE inh,TDP2 inh,PLCb3 inh,Tn6 DDE FP,ARFGAP1 inh,SMILES
5,-1,-3,-1,-1,4,-7,-3,1,1,CC(C)(C)c1ccc(C(=O)NCc2ccc(Cl)cc2)cc1
-13,-3,4,14,-2,-9,-4,-4,3,6,O=C(Nc1nnc(-c2cccs2)o1)c1cc(-c2ccccc2)nc2ccccc12
x,11,-7,-11,-2,2,3,-1,-5,x,CCOC(=O)[C@@]12CCC3=C1N(CCC3)C(=O)[C@H](CC(=O)NCc1cccc(C(F)(F)F)c1)C2
3,-2,-5,-4,-45,0,0,-57,-1,15,CCS(=O)(=O)NCCc1cc2c(OC)ccc(OC)c2[nH]c1=O
5,3,-13,-25,-2,-8,-7,-17,-6,9,CN1C(=O)c2cccc3c(Br)ccc(c23)C1=O
4,-6,0,1,-3,-1,2,-1,-5,-4,Cc1cc(C)c[n+](-c2nc3ccccc3nc2[N-]S(=O)(=O)c2cccs2)c1
1,2,-3,3,2,-3,6,4,-2,5,CC(C(=O)c1c[nH]c(C(N)=O)c1)c1ncc(C(F)(F)F)cc1Cl (stereo not drawn)
-15,3,-9,-25,-20,3,-15,-38,-9,3,Cc1cccc(OCC(=O)Nc2ccc3c(c2)nc(CN2CCCCC2)n3C)c1
-3,1,0,-12,2,4,-8,-9,2,-5,CN(Cc1ccccc1)C(=O)COC(=O)c1ccccc1SCC(=O)N1CCCC1
3,-10,-1,-6,4,5,7,3,14,4,COc1ccc(N(C(=O)c2ccn[nH]2)C(C(=O)NC(C)(C)C)c2ccc(F)cc2)cc1 (stereo not drawn)
15,1,7,-16,0,2,-14,1,-5,0,Cc1ccc(CN2CC=CCS2(=O)=O)cc1
8,1,-2,-2,-1,6,9,-9,3,0,Cc1ccc(/C(O)=C2\C(=O)C(=O)N(CCc3c[nH]c4ccccc34)C2c2cccnc2)cc1 (stereo not drawn)
-9,-3,-4,-4,-28,-7,1,-38,-2,6,COc1ccc2cc(C3=CC(=O)C[C@H](c4ccc5c(c4)OCO5)C3)ccc2c1
5,0,-3,-2,2,-4,5,-2,-7,-8,Clc1ccccc1-c1nnn(Cc2ccc(-c3nn[nH]n3)cc2)n1
-15,0,-4,-10,-2,1,-2,-2,5,4,O=C(NNC(=O)C1CC1)c1ccc(-c2ccccc2)cc1
-2,1,1,-1,4,2,-9,-6,-1,-15,O=C(Cc1c(F)cccc1Cl)N(Cc1ccccc1)c1ccccn1
9,-5,-5,0,1,-3,3,-6,3,6,O=C(O)c1ccc(CSc2nc3ccccc3c(=O)n2-c2ccccc2)cc1
-6,4,2,0,0,4,6,4,2,-4,Cc1cc(Cl)ccc1NC(=S)N1CCC(C(N)=O)(N2CCCCC2)CC1
-1,8,-4,-3,0,-9,-15,-8,-3,-8,C=CCn1c(SCC(=O)NC(=O)NC)nnc1C1CCCCC1
-4,0,-1,1,-16,4,-14,-25,-3,3,O=Cc1ccccc1OCCCOc1cccc2cccnc12
-6,0,5,4,-5,0,4,-8,3,3,Cc1ccc(C)c(N2CCN(C(=O)CCc3nc(-c4ccccc4Br)no3)CC2)c1
-5,2,-3,-9,2,-2,-2,0,9,-7,COc1cc(NS(C)(=O)=O)cc(OC)c1OC
-12,-3,0,5,0,-2,-5,2,4,1,COc1ccc(/C=N/NC(=O)c2ccccc2F)cc1CN1CCN(c2ccc(F)cc2)CC1
5,1,6,11,1,-12,-2,-2,-7,0,CCN(CC)S(=O)(=O)c1ccc(NC(=O)COC(=O)CNS(=O)(=O)/C=C/c2ccccc2)cc1
2,3,0,-5,-1,5,2,-5,-1,-1,CC1=NN(C(N)=S)C(=O)C1N=Nc1ccc(Cl)cc1Cl (stereo not drawn)
-13,-2,0,-12,1,-4,-6,3,-1,-11,O=C(Oc1ccccc1-c1csnn1)c1cccs1
-18,1,-3,-12,-3,2,-6,-2,7,4,CCC(CC)C1=NN2C(=N)/C(=C\c3cc(C)n(-c4cccc(C)c4)c3C)C(=O)N=C2S1
1,-5,6,-3,-1,-6,-12,-7,3,13,CC(=O)c1nn(-c2ccc(Cl)cc2)cc1C(=O)c1ccc(C)cc1
0,7,-11,-19,-167,3,-12,-203,-2,1,c1ccc2c(c1)nc(CN1CCOCC1)n1c3ccccc3nc21
1,0,0,-5,-1,-5,1,2,-2,-8,CC(C)NS(=O)(=O)c1ccc(NC(=S)NC(=O)c2cccc([N+](=O)[O-])c2)cc1
2,10,0,7,2,7,0,2,4,4,Cc1ccc(S(=O)(=O)N(C)c2ccc(OCC(=O)OCC(=O)N(CC#N)c3ccccc3)cc2)cc1
-4,-4,-5,2,-5,-7,-5,-3,2,1,COCCNC(=O)c1onc(CSc2ccc(F)c(F)c2)c1C(=O)NCCOC
-11,-1,-6,-17,-26,8,10,-35,1,-8,CC1CCCCN1C(=O)CSc1nc2ccsc2c(=O)n1Cc1ccccn1 (stereo not drawn)
